# ERb coact inh: blocks coactivator binding to human estrogen receptor beta | TR-FRET ER-beta LBD / SRC1-Cy5 peptide binding; receptor agonist-loaded with 1 µM estradiol | inhibition, % at 25.6 µM | 86,000 compounds, 1.3% hits | AID 633;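 active means compounds whose percent inhibition of the receptor-coactivator binding signal exceeds about 50% in the single-dose screen, limit read from the data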;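 further: 0% = receptor plus peptide wells without compound and 100% = peptide-only wells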
# Target sequence (Q92731 whole entry, looked up, the tested form may be a part): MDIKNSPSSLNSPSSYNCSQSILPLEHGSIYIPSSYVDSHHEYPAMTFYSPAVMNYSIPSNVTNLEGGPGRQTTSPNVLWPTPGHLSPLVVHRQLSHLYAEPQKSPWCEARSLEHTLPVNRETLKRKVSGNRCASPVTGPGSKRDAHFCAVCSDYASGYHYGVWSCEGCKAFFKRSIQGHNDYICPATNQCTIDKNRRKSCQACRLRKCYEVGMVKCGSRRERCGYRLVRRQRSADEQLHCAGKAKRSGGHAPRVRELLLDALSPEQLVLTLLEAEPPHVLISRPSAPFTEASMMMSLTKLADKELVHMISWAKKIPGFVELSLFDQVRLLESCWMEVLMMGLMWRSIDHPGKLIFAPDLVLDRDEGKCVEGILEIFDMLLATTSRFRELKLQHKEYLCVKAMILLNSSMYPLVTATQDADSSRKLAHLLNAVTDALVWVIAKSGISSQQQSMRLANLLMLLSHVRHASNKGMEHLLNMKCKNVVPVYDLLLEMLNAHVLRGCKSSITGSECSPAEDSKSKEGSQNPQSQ
# sEH inh: blocks human soluble epoxide hydrolase activity; recombinant human sEH enzymatic activity assay; inhibition, % at 2 µM; 91,000 compounds, 0.34% hits; AID 707; in the data active means inhibition above about 80%; further: values of inactives mirror those of a sister screen read the other way; many of its hits are not listed in these tables
# Target sequence (P34913 whole entry, looked up): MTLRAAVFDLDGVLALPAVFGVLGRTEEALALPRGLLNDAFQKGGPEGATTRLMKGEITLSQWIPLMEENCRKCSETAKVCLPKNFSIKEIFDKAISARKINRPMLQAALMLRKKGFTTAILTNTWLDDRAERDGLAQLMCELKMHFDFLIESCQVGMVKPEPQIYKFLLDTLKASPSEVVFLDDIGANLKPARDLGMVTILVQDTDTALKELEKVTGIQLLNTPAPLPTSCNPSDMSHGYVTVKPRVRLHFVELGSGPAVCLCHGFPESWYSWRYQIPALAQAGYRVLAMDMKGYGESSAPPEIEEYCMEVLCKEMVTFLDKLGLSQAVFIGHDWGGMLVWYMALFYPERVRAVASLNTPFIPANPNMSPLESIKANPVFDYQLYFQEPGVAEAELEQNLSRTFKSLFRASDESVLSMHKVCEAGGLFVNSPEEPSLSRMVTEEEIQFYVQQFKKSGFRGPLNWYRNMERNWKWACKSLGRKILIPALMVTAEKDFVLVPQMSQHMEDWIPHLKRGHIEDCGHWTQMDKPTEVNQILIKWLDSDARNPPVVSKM
# sEH act: activators of human soluble epoxide hydrolase; purified human sEH enzymatic activity, activator screen; P34913; activation, % at 2 µM; 91,000 compounds, 0.04% hits; in the data active means activation above about 37%; further: values of inactives mirror those of a sister screen read the other way
# CD11b adhes enh: CD11b/CD18-fibrinogen binding enhancement | activation, % at 10 µM | P05107+P11215 | K562 CD11b/CD18 adhesion to fibrinogen, ATPlite luminescence | 93,000 compounds, 0.07% hits;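 active means 10 µM primary screen giving 50% or more activity, confirmed by 40% or more on retest at that dose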; further: strong numbers were not always called active; reference of the scale not given here
# ERa coact pot: ER-alpha (human) coactivator binding potentiation. TR-FRET ERalpha-LBD/SRC-Cy5 coactivator binding, 2 h; 100 = basal binding, no effect. 86,000 compounds, 1.3% hits. coactivator binding (% of control), % at 25.6 µM; in the data active means activity above about 200%;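 further: binding measured in presence of low estradiol as agonist stimulus; 0% = peptide alone without receptor and 100% = receptor with peptide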
# MT1-MMP txn act: MT1-MMP promoter transcription activation | activation factor at 10 µM | HT1080 MT1-MMP promoter luciferase reporter, luminescence, overnight; hits give high values | 86,000 compounds, 0.16% hits;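 active means activation factor of at least 2 for MT1-MMP transcription at 10 µM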
# Smad3 inh: Smad3 (human) transcription factor binding inhibition | P84022 | TR-FRET Smad3/Dy647-FoxH1 peptide binding, europium anti-His | inhibition, % at 25 µM | 88,000 compounds, 0.29% hits | AID 630;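 active means compounds that reduce the energy-transfer binding signal between the protein and its labelled peptide by more than half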;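 further: 0% = Smad3 plus labelled peptide maximal FRET and 100% = peptide-only background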
# CD11b adhes inh: CD11b/CD18-fibrinogen binding inhibition | 93,000 compounds, 0.54% hits | K562 CD11b/CD18 adhesion to fibrinogen, ATPlite luminescence; Mn2+ added to activate the integrin | inhibition, % at 10 µM | P05107+P11215;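 active means primary inhibition of 50% or more at 10 µM, then 40% or more on retest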; further: some results filed as inactive read as strong as hits
# Candida biofilm: kills Candida albicans biofilms; C. albicans biofilm + clotrimazole, Alamar Blue; inhibition, % at 6 µM; 85,000 compounds, 0.14% hits; AID 834;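 active means inhibition above 20%; inactive means inhibition below 20%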;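 further: preformed 24 hr biofilms exposed to compound for 48 hr; 0% = biofilm without compound and 100% = blank killed by clotrimazole plus chlorhexidine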
# The depositor's hits bear a star; . = not tested or not shown; [ ] = dose if it differs, or a comment.
SMILES,ERb coact inh,sEH inh,sEH act,CD11b adhes enh,ERa coact pot,MT1-MMP txn act,Smad3 inh,CD11b adhes inh,Candida biofilm
O=C(OCc1cn(-c2ccc(Cl)c(Cl)c2)nn1)c1ccccc1,.,3.5,-4.3,-4.8,.,.,.,7.2,.
Cc1cccc2sc(NC(=O)CCNS(=O)(=O)c3cccc4nonc34)nc12,-9.7,.,.,0.2,158.5[fluorescence artefact?],1,9.8,-11.6,-2.0
CC(CC(=O)NCc1cccnc1)c1ccccc1 (stereo unspecified),-14.4,12.7,-8.2,.,109.9,1.2,-5.2,.,3.8
Cc1cccc(CC(=O)OCn2nnc3ccccc3c2=O)c1,10.7,.,.,2.7,78.2,.,-7.3,-17.4,12.0
Cc1ccc(CC(=O)N2CC(C)OC(C)C2)cc1 (stereo unspecified),-4.6,1.6,1.8,.,103.7,1,5.2,.,5.5
CCOc1ccc2nc(NCCNS(=O)(=O)c3ccccc3)c(C#N)cc2c1,6.5,4.2,-5.4,2.9,120.9,1,-3.8,-1.6,6.1
CN(C)S(=O)(=O)c1ccc(C(=O)NCc2ccccc2)cc1,-2.4,6.0,-4.7,-6.0,115.5,1.2,-3.3,-7.7,3.9
CCc1cc(C(=O)NNC(=S)Nc2cc(C)ccc2C)cs1,-6.2,9.6,-4.8,.,91.7,1.2,1.7,.,-2.9
CNC(=O)Nc1cc(C(C)(C)C)no1,-10.3,-1.2,-1.0,-1.4,128.6,1.2,3.6,-0.1,3.2
O=C(O)C1CCN1C1CCCCC1 (stereo unspecified),-1.5,-8.9,10.4,6.3,102.2,0.9,-7.7,-7.4,8.8
COc1cccc(-n2nnnc2SCC(=O)NCc2ccc3c(c2)OCO3)c1,-2.5,25.4,-24.4,-0.3,112.2,1.1,13.4,-8.3,5.9
COCCCN1C(=O)C(=O)/C(=C(/O)c2ccc(OC(C)C)c(C)c2)C1c1ccncc1 (stereo unspecified),-9.9,6.3,-6.3,.,103.6,1.1,8.9,.,3.3

# An excerpt of these results, with bars between the fields.
SMILES | ERb coact inh | sEH inh | sEH act | CD11b adhes enh | ERa coact pot | MT1-MMP txn act | Smad3 inh | CD11b adhes inh | Candida biofilm
CCc1cc(C(=O)NNC(=S)Nc2cc(C)ccc2C)cs1 | -6.2 | 9.6 | -4.8 | . | 91.7 | 1.2 | 1.7 | . | -2.9
O=C(O)C1CCN1C1CCCCC1 (stereo unspecified) | -1.5 | -8.9 | 10.4 | 6.3 | 102.2 | 0.9 | -7.7 | -7.4 | 8.8
CCOc1ccc2nc(NCCNS(=O)(=O)c3ccccc3)c(C#N)cc2c1 | 6.5 | 4.2 | -5.4 | 2.9 | 120.9 | 1 | -3.8 | -1.6 | 6.1

# (listing goes on)
SMILES,ERb coact inh,sEH inh,sEH act,CD11b adhes enh,ERa coact pot,MT1-MMP txn act,Smad3 inh,CD11b adhes inh,Candida biofilm
Cc1ccc(S(=O)(=O)NC2OC(=O)C(Cl)=C2Cl)cc1 (stereo unspecified),-3.8[fluorescence artefact?],.,.,5.8,102.3,1.2,1.5,-1.7,6.4
Cc1cc(NC(=O)CSc2nc3ccccc3c(=O)n2Cc2ccccc2)no1,19.7,2.9,-4.2,-2.6,111.2[fluorescence artefact?],1.1,9.3,-7.0,1.8
N#CCCN(C(=O)CSc1ccc2c(c1)OCCO2)c1ccc(F)cc1,-2.1,-5.2,7.7,0.5,88.5,1.1,1.9,-12.5,6.9
Cc1ccc(CNC(=O)Cn2cccc2C(=O)c2ccccc2)cc1,-2.8,4.0,-2.6,2.8,97.1,1.2,7.5,-1.6,6.6
Cn1c(=O)c2ncn(CC(=O)Nc3ccc4c5c(cccc35)CC4)c2n(C)c1=O,19.0,3.5,0.0,5.6,87.8,1.1,-2.5,1.6,3.8
COC(=O)CCN(C(=O)c1ccc(OC(C)=O)cc1)c1ccccn1,-6.2,-3.6,3.3,-3.1,98.9,1.1,6.8,-5.9,6.9
CO/N=C/c1ccc(N2CCN(C(=O)c3ccc(F)cc3)CC2)c([N+](=O)[O-])c1,.,-9.9,7.7,1.2,.,.,.,-11.9,.
CCCCCC1CC(CC(=O)NC(=S)Nc2ccc([N+](=O)[O-])cc2)C(=O)O1 (stereo unspecified),-7.3,-10.0,12.8,.,96.8,1.2,6.9,.,5.5
COC(=O)c1cn(CC(=O)NC2CCCCC2)c2ccccc12,5.3[fluorescence artefact?],46.1,-46.0,-1.6,124.7,1.1,-0.3,13.3,-3.2
COc1cc(Cl)c(C)cc1NC(=O)COC(=O)/C=C/c1c(C)nn(C2CCS(=O)(=O)C2)c1Cl (stereo unspecified),-2.5,-13.3,11.2,6.4,103.6,1.2,3.5,-6.4,6.8
O=C1NCCN1C(=O)c1ccccc1F,15.2,.,.,-2.6,96.4,1.1,12.2,-0.1,0.4
COC(=O)CSc1nc2ccccc2o1,3.1,-1.4,3.0,.,89.3[fluorescence artefact?],1.3,-4.1,.,11.2
CC(=O)Nc1ccc2c(c1)nc(CCN1CCOCC1)n2C,-12.1,-9.2,8.8,-1.8,96.8,1,0.7,-6.1,8.2
Cc1cc(C)nc(N2CCC(C(=O)Nc3ccc4c(c3)OCO4)CC2)n1,-0.1[fluorescence artefact?],37.8,-36.9,-3.2,102.2,1.1,10.6,-9.0,3.0
CC(C)Oc1ccc(Cn2c(=O)sc3ccccc32)cc1,-11.4,9.3,-8.9,.,84.3,1,6.8,.,1.7
COc1ccc(Cc2nnc(NC(=O)C3CCCO3)s2)cc1OC (stereo unspecified),-4.1,3.2,0.4,4.6,108.3,1.1,0.3,-25.5,8.2
CCCCC(CC)C(=O)Nc1ccccc1C(=O)NC(C)C (stereo unspecified),-5.3,-13.9,16.3,-2.2,101.6,1.1,8.5,-13.3,10.7
COc1cccc(CNC(=O)Cn2cc3c(n2)CCCC3)c1,28.3[fluorescence artefact?],.,.,-4.5,97.2[fluorescence artefact?],1,4.9,0.2,10.0
CC(=O)Nc1ccc2nc(-c3ccncc3)[nH]c2c1,7.1,-4.8,6.9,-2.2,79.1[fluorescence artefact?],0.9,0.6,-7.7,-0.3
N#Cc1c(SCC(N)=O)nsc1SCc1ccccc1Cl,98.9*[fluorescence artefact?],8.3,-8.2,.,104.6,1.1,4.6,.,9.6
O=C(CCN1CCCCC1)NCC1OCCc2ccccc21 (stereo unspecified),-25.1,-1.0,3.6,1.5,109.1,1.1,6.3[fluorescence artefact?],-2.3,6.4
COc1ccc(NS(=O)(=O)c2cc(C(=O)O)ccc2C)cc1,4.4[fluorescence artefact?],-7.6,6.2,-3.0,104.2,1.1,13.5[fluorescence artefact?],3.7,1.9
Cc1onc(-c2ccccc2Cl)c1C(=O)OCC(=O)Nc1ccc2c(c1)OCO2,5.1,.,.,-0.5,111.2[fluorescence artefact?],1.1,0.7,2.2,24.6*
CCOC(=O)CC(=O)CSc1nc(N)c(C#N)c(-c2ccc(F)cc2)c1C#N,-8.8,.,.,-1.9,107.4,1.2,-9.7,-2.3,6.3
O=S(=O)(NC1CCCCC1)c1ccc(Cl)s1,-0.9,-4.6,4.5,2.1,118.5[fluorescence artefact?],1.1,5.8,17.9,1.5
COc1cc(C2C(C(=O)c3sc(C)nc3C)=C(O)C(=O)N2CCN(C)C)cc(OC)c1OC (stereo unspecified),-12.6,.,.,2.6,103.3,1.1,9.3,-1.3,-0.6
COc1ccc(S(=O)(=O)NC2CC3CCC2C3)cc1Cl (stereo unspecified),-4.8[fluorescence artefact?],6.5,-5.9,-5.4,117.4,1,-7.6,5.3,-2.1
Cc1cccc(OCc2nnc(SCC(=O)Nc3cc(C)on3)n2C)c1,5.0,.,.,0.1,118.1,1,-5.5,-16.5,-4.8
O=C(C1CCC1)N1CCC(c2nc3c(nnn3Cc3c(F)cccc3Cl)c(=O)[nH]2)CC1,3.0,-4.6,6.8,-2.0,105.0,1,1.7,3.4,1.7
CCOc1ccc(-c2[nH]ncc2Oc2ccccc2OCC)c(O)c1,4.5[fluorescence artefact?],-7.3,9.1,-1.5,85.4,1.2,6.5,2.3,8.3
CCCc1c(O)nc(SCC(=O)NCCc2ccc(OC)c(OC)c2)[nH]c1=O,24.4,-16.5,14.8,5.1,121.5,1,21.0[fluorescence artefact?],-61.8,-2.5
Cc1nnc(NCCc2ccccc2)[nH]c1=O,-12.1,6.2,-5.8,-1.6,120.6,1.2,4.9[fluorescence artefact?],-1.0,3.7
O=C(CN1C(=O)C2C3C=CC(C3)C2C1=O)NCc1ccccc1 (stereo unspecified),0.5,5.8,-7.2,-4.3,101.1,1.1,0.7,-10.6,8.8
Cc1cc(=O)c2cc(Br)ccc2[nH]1,7.8,-8.0,10.1,-2.2,103.4,1.1,4.2,-6.0,3.0
COc1cc(-c2nnc(SCc3ccccc3Cl)o2)cc(OC)c1OC,-0.1,-18.8,18.2,5.1,94.4,1.2,7.5,0.8,9.4
CC(C)(C)NC(=O)C1CCN(S(=O)(=O)c2ccc(Br)cc2)CC1,-17.9[fluorescence artefact?],-6.4,8.8,-0.9,109.2,1.2,11.0,-4.2,8.5
COc1ccc(N2C3=[N+](CCCC3)CC2(C)O)cc1 (stereo unspecified),1.4,.,.,-0.7,86.1,1,7.7,-11.5,6.5
Cc1ccc(S(=O)(=O)Cn2nnnc2C(c2ccc(F)cc2)N2CCC(C(N)=O)CC2)cc1 (stereo unspecified),-13.2,.,.,-2.6,114.2,1.1,-7.1,-0.3,-3.9
Cc1nc2ccc(NS(=O)(=O)c3c(C)c(C)cc(C)c3C)cc2s1,-0.6,4.1,-5.9,-5.6,74.3,1.2,4.5,33.7,-0.3
C=CCn1c(SCC(=O)Nc2cccc(OC)c2)nnc1-c1cccnc1,-5.9,3.2,-4.1,-3.3,225.9*,1.2,1.4,10.2,-2.4
Cc1cccc(NC(=S)NNC(=O)c2csc(C(C)C)c2)c1,-1.4,11.9,-9.7,.,89.3,1.6,1.3,.,3.2
Cc1cccc(-c2cc(C(=O)Nc3sc(C)c(C)c3C(N)=O)c3ccccc3n2)c1,.,1.0,1.3,-2.5,.,.,.,1.0,.
Cc1ccc(OC(=O)c2ccc3snnc3c2)cc1,.,6.2,-3.6,-3.3,.,.,.,-2.8,.
CC(C)NCC(O)COCc1ccc(Cl)cc1 (stereo unspecified),-5.7,-16.3,13.6,-3.7,101.5,1.2,5.3,4.2,5.9
Cc1ccc(-c2nc(CSCC(=O)N3CCN(C(=O)c4ccco4)CC3)c(C)o2)cc1,-4.0,.,.,-4.8,125.5,1,-3.0,-11.8,7.2
Cn1c2c(c(=O)n(C)c1=O)C(CC(=O)Nc1ccccc1)C(=O)N2 (stereo unspecified),-9.2,-3.6,1.9,2.6,105.8,1.1,-4.1,-27.8,4.7
COc1ccc(N(C(=O)Cc2cccs2)C(C(=O)NC2CCCCC2)c2cccn2C)cc1 (stereo unspecified),1.6,0.8,-3.7,1.7,93.2,1.2,-6.0,-8.7,-0.3
N#Cc1ccc(N=c2ssnc2Cl)cc1,1.6,13.2,-14.1,.,58.5[fluorescence artefact?],1.1,1.2,.,4.3
CSCC[C@H](NC(=O)OC(C)(C)C)C(=O)N1CCC(C(=O)N[C@@H](C)C(=O)O)CC1,-12.5,-5.6,3.8,-0.7,129.6,1.1,4.2,-3.5,3.0
Cc1ccc(CS/C(Nc2ccccc2C)=C(\C#N)C(=O)NCc2ccco2)c(C)c1,2.1,-6.5,6.2,-2.7,102.8,1.1,-3.4,19.7,3.9
CCOC(=O)c1ccc(N2Cc3cc(C)c(C)cc3C2)cc1O,-6.0,.,.,4.5,130.9,1.2,8.4,-8.0,12.9
COc1ccc(N(CC(=O)Nc2cc(OC)ccc2OC)S(C)(=O)=O)cc1,-0.1,.,.,.,94.9,1.1,5.8,.,3.6
O=C(CNC(=O)OCc1ccccc1)Oc1cc2oc(=O)cc(-c3ccccc3)c2cc1Cl,.,-5.2,5.3,-1.4,.,.,.,26.3,.

# Not all compounds are listed. The share of hits here may be higher or lower than overall.
